Bioassay records (PubChem BioAssay)
TbPYK inhibitor: blocks Trypanosoma brucei pyruvate kinase; TbPYK enzyme, Kinase-Glo Plus ATP luminescence, 45 min; Potency, µM (series often up to 76.8 µM), inactives show at the top dose activity, negative = inhibition, usual class: inhibitors; hit rate 0.12% among 410,000; Q57TT1; note: potency is the fitted concentration of half-maximal effect; % is set by controls: 0 for no effect and ±100 for the full control effect; nearly all actives have a fitted effect of over 50% in size
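Luminescence from Kinase-Glo Plus, added after a 45-minute room-temperature reaction, served as the end-point read-out. The enzyme and substrate were preincubated with compound before ADP (130 uM final) initiated turnover. Concentration-effect curves came from normalized qHTS data.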
Pf growth 48h: inhibits P. falciparum growth in the first generation, 48 h; P. falciparum luciferase growth in erythrocytes, 48 h; Potency, µM (series often up to 28.7 µM), for inactives: at the highest dose activity change, negative = inhibition, actives largely listed as inhibitors; hit rate 5.9% among 310,000; AID 504832; note: potency is the fitted concentration of half-maximal effect; % is set by controls: 0 for no effect and ±100 for the full control effect
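First compound was added to culture medium, then infected red cells at 0.1% parasitemia and 2% hematocrit (final). After incubation at 37 C under 5% CO2, luciferase detection reagent was dispensed and light output recorded.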
Cycloheximide cs: counter-screen for Shiga toxin inhibitors: cycloheximide protein synthesis inhibition; hit rate 12% among 300,000; max response, %; cell reporter, cycloheximide protein synthesis inhibition counterscreen; AID 2314; in the data active = max response mostly above about 13%, no sharp cut-off; inactive = mostly below about 14%; note: read at 38.3 µM for the half of the compounds with a filed dose; 0% is about no effect
AMA1-RON2 inh: AMA1-RON2 (P. falciparum) interaction inhibition. hit rate 0.2% among 360,000. AlphaScreen AMA1-biotinylated RON2 peptide binding. Potency, µM (titrated, usually from 58.2 µM), for inactives: at the top dose activity change, negative = inhibition, most hits filed as inhibitors;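 note: potency is the fitted concentration of half-maximal effect; 0% = vehicle wells and -100% = peptide control; nearly all actives have a fitted effect of over 45% in size; some results filed as inactive show a strong effect at the top dose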
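AMA1 (3D7) with his tag at 25 nM final met compounds first, then biotinylated RON2 peptide at 25 nM; detection used donor plus acceptor beads, 10 µg/mL apiece, read by AlphaScreen after 30 min at room temperature.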
Shiga toxin inh: Shiga toxin inhibition; AID 2315; inhibition, % at 38.7 µM; hit rate 9.2% among 290,000; Vero cells, Shiga toxin protein synthesis inhibition reporter; in the data active = inhibition mostly above about 28%, no sharp cut-off; inactive = mostly below about 43%; note: 0% is about no effect
LmPK inhibitor: inhibitors of Leishmania mexicana pyruvate kinase | Q27686 | purified LmPK, Kinase-Glo ATP luminescence, 1 h | Potency, µM (titrated, usually from 57.5 µM), inactives show at the highest dose activity change, negative = inhibition, actives largely listed as inhibitors | hit rate 0.37% among 290,000 | AID 1721; note: potency is the fitted concentration of half-maximal effect; % is set by controls: 0 for no effect and ±100 for the full control effect
Target sequence (Q27686 whole entry, looked up): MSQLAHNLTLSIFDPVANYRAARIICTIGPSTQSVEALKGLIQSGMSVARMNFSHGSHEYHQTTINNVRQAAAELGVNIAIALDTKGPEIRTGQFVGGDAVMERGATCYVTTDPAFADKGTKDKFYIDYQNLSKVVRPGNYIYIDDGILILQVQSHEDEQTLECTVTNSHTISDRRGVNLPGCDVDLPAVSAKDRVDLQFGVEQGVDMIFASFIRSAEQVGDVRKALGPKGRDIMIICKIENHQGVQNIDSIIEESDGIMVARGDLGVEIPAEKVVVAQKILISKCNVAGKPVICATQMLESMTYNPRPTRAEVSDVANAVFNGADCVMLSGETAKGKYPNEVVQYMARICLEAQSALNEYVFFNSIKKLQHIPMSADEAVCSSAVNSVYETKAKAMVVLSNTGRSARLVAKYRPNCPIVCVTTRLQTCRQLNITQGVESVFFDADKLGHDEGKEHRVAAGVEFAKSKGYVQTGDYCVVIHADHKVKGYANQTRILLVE
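Kinase-Glo luminescence read after 1 h RT reaction of 0.1 nM LmPK with 0.5 mM PEP and 0.1 mM ADP. Activity scaled between uninhibited and enzyme-free controls.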
Pf growth 96h: inhibits malaria parasite growth, 96 h | hit rate 6.9% among 320,000 | P. falciparum luciferase reporter growth, 96 h | Potency, µM (doses to about 28.7 µM), for the others: top-dose activity change, negative = inhibition, usual class: inhibitors; note: potency is the fitted concentration of half-maximal effect; % is set by controls: 0 for no effect and ±100 for the full control effect
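Compounds incubated with erythrocytes infected by luciferase-expressing P. falciparum (2% hematocrit, 0.05% parasitemia final) for 96 hours, 37 C in 5% CO2. Growth inhibition scored as decreased luciferase luminescence.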
* marks the source's active call; other numbers are inactive results; ? = inconclusive; . = not tested or not shown; & = joins results of further samples; [ ] = another dose, or the depositor's remark. Unless noted, calls come from the whole dose curve; as a rule, active = well fitted curve in the direction sought with a large enough effect; inconclusive = small, poorly fitted or top-dose-only effect, or another doubt; inactive = no such curve, though single readings can be large; an effect the other way counts as inactive or inconclusive. The order is random; any-hit rate near 21%.

mol,TbPYK inhibitor,Pf growth 48h,Cycloheximide cs,AMA1-RON2 inh,Shiga toxin inh,LmPK inhibitor,Pf growth 96h
CCOC(=O)CSc1nnc(Cc2ccccc2)n1Cc1ccco1,-4%,-6%,-2,2%,15,5%,?
Cc1c(/C=N\NC(=O)C2COc3ccccc3O2)c2ccccc2n1C (centres undefined),-11%,-13%,-1,-4%,-10,6%,?
CCN(CC)S(=O)(=O)c1ccc(NC(=O)CN(c2cccc(C)c2)S(C)(=O)=O)cc1,0%,?,-2,-12%,-6,4%,?
COc1ccc2c(c1)c(C(=O)CN1CCC(C(N)=O)CC1)c(C)n2C,-3%,?,-3,4%,36,-1%,49%[activator]
COC(=O)[C@H](Cc1ccccc1)NC(=O)N1CCCCC1C (some centres undefined),1%,32%[activator],10,-8%,117*,-3%,51%[activator]
NS(=O)(=O)c1cccc(C(=O)NC2CCSc3ccccc32)c1 (centres undefined),26%,-23%,4,-12%,-1,1%,8%
CCC(=O)Nc1ccc(-c2ccc(N3CCN(C)CC3)nn2)cc1,-1%,27%,26*,0%,35*,-3%,29%
COc1ccc(OC)c(CNC(=O)CCS(=O)(=O)c2ccc3c(c2)oc(=O)n3C)c1,2%&2%,?,7,-2%,-5,-2%,?
COc1ccccc1N1CCN(C(=O)/C=C/c2ccc(C)cc2)CC1,3%,-1%,5,-5%,4,-2%,12%
CCCCCc1nnc(NC(=O)NS(=O)(=O)c2ccc(C)cc2)s1,-2%,46%[activator],-4,6%,19,5%,44%[activator]
CC(C)(C)C(=O)/C=C1\NC(=O)CS1,-1%,-3%,-1,-14%,15,-5%,7%
Cc1ccc(S(=O)(=O)NCCC(=O)NC2CCN(Cc3ccccc3)CC2)cc1,4%,-19%,.,-2%,.,.,-1%
CCn1c(=O)cc(OCC(=O)NC2CC2)c2ccccc21,32%[activator],30%[activator],12,6%,11,9%,-5%
CC(=O)N1c2ccc(S(=O)(=O)N3CCCCC3)cc2CC1C (centres undefined),4%,?,1,20%,1,1%,?
CCN(CC)c1nc(N)n(CCSC(=S)N(C)C)c(=O)n1,1%,-21%,7,-5%,9,-5%,?
O=C1c2ccccc2C(O)(Cc2ccccc2)N1C1CCCCC1 (centres undefined),5%,-51%,2,-7%,-4,3%,25%
CC(=O)c1ccc(NC(=S)NN2C(C)CCCC2C)cc1 (centres undefined),3%,2%,-4,38%[activator],-27,5%,-3%
COc1cc(OC)c2c(C)cc(=O)oc2c1C(CCN1CCOCC1)c1ccc2c(c1)OCO2 (centres undefined),1%,?,-1,-13%,-5,1%,?
CC1CN(c2ccc(NC(=S)NNCCC#N)cc2)CC(C)O1 (centres undefined),-2%,-8%,-1,18%,11,3%,12%
CCOc1ccccc1CNS(=O)(=O)c1ccc(-c2cnc(C3CC3)o2)cc1,0%&0%,4%,-12,-13%,-11,-8%,?
C/C(=N\NC(=O)c1ccc(Cl)cc1)c1cccnc1,-5%,110%[activator],29*,5%,44,-9%,18%
CCC(Oc1ccccc1)C(=O)Nc1nnc(S(=O)(=O)N2CCCC2)s1 (centres undefined),1%&-1%,-14%,-4,7%,-11,-1%,61%[activator]
CCN(CC)S(=O)(=O)c1ccc(OC)c(NC(=O)C2CC(=O)N(c3ccc4c(c3)OCCO4)C2)c1 (centres undefined),-6%,?,-2,10%,13,-9%,?
O=C(NCc1ccco1)c1ccc(Cn2c(=S)[nH]c3ccccc3c2=O)cc1,-21%,?,2,62%[activator],4,2%,?
COC(=O)c1cc(NS(=O)(=O)c2ccc(Cl)c(N3C(=O)c4ccc(C(=O)O)cc4C3=O)c2)cc(C(=O)OC)c1,-4%,-2%,-2,7%,-5,13%,200%[activator]
O=C(/C=C\Nc1ccc(Br)cc1)c1cccnc1,-3%,285%[activator],57*,-11%[11.6 µM],76*,-11%,305%[activator]
COc1ccc(N(CC(=O)N2CCN(C)CC2)S(C)(=O)=O)cc1OC,3%,2%,-1,4%,1,5%,1%
CC(=O)c1nn(-c2ccccc2)cc1C(=O)c1cccc(Br)c1,3%,2%,1,0%,23,2%,-6%
CCOc1ccc(NC(=O)Nc2cc(C(C)C)ccc2C)cc1,.,-16%,2,.,4,-2%,3%
COc1cc(OC)c2cc(C(=O)N[C@H](C(=O)N3CCC[C@H]3C(=O)O)C(C)C)n(C)c2c1,-6%,0%,0,9%,-6,-1%,?
Cc1ccc(S(=O)(=O)N2CCN(C(=O)CSc3ncc(C(F)(F)F)cc3Cl)CC2)cc1,-7%,?,-1,-2%,3,3%,?
Cc1cc(=O)oc2cc(OCC(=O)NC(Cc3c[nH]c4ccc(O)cc34)C(=O)O)c(Cl)cc12 (centres undefined),-4%,2%,-3,-13%,-4,-3%,0%
CC(=O)Nc1ccc2c(c1)CC1(C(=O)N(C)C(=O)N(C)C1=O)C1CCCN21 (centres undefined),-9%,.,-5,102%[activator],-15,14%,20%
COc1ccc(-n2ncc3c2CC(C)(C)CC3NC(=O)CSc2ccccn2)cc1 (centres undefined),-5%,?,-3,8%,9,0%,8%
O=C1CCCN1CCC(=O)N1CCCC(Nc2ccc(F)cc2)C1 (centres undefined),2%,10%,-3,11%,-30,-8%,?
COc1ccc(OCC(O)CNC(=O)/C=C/c2cccc([N+](=O)[O-])c2)cc1 (centres undefined),-3%,-7%,7,8%,-8,0%,246%[activator]
CC[C@@]1(O)C(=O)OCc2c1cc1n(c2=O)Cc2cc3c(NC(=O)CN)cccc3nc2-1,3%,?,3,81%[activator],7,-10%,7.4µM*
CCOc1ccc(OCCC(=O)N2CCN(S(=O)(=O)c3cccc(F)c3)CC2)cc1,10%,16%,.,-24%,.,.,?
CCN(CC)N=Nc1ccc(S(=O)(=O)N2CCSC2C(=O)O)cc1 (centres undefined),-1%,9%,-3,0%,-10,0%,24%
O=C(Nc1ccnc(-c2cccnc2)n1)c1cccc(Cl)c1Cl,-1%,?,0,-26%,-9,6%,?
Cc1nc(N2CCN(C(=O)CCC(=O)O)CC2)c2c(C)c(C)sc2n1,7%,9%,1,5%,-25,1%,27%
Cc1cccc(NC(=O)CNC(=O)c2cccc(S(=O)(=O)NCc3cccs3)c2)c1C,-6%,?,.,10%,.,.,-12%
NNC(=O)/C(=C/c1cccs1)NC(=O)c1ccccc1Cl,-4%,-9%,-4,19%,33,-1%,118%[activator]
O=C(NN=C1CCCCCC1)c1cc(-c2ccccc2)nc2ccccc12,?,47%[activator],17,81%[activator],2,4%,?
CCc1nnc(NC(=O)CSc2nnc(COc3ccccc3)n2-c2ccc(C)cc2)s1,-3%,10%,14,-4%,7,5%,3%
O=[N+]([O-])c1ccc(CN2CCN(c3ccc4ccccc4n3)CC2)cc1,2%,-13%,14,?,18,5%,?
CC(C)CNC(=O)COC(=O)c1cncc(Br)c1,-10%,3%,-2,?,-19,5%,-14%
O=C(CC(=O)N/N=C/c1cccs1)NCc1ccccc1,2%,-1%,-3,-13%,25,-5%,163%[activator]
Cc1ccnn1CCC(=O)O,5%,32%[activator],-2,9%,-1,3%,78%[activator]
CCCCCN1CN(S(=O)(=O)c2cccs2)c2nc3ccccc3nc21,4%,?,16*,-7%,28,7%,?

Next part (4 carried over from the part before).
mol,TbPYK inhibitor,Pf growth 48h,Cycloheximide cs,AMA1-RON2 inh,Shiga toxin inh,LmPK inhibitor,Pf growth 96h
CC(C)CNC(=O)COC(=O)c1cncc(Br)c1,-10%,3%,-2,?,-19,5%,-14%
O=C(CC(=O)N/N=C/c1cccs1)NCc1ccccc1,2%,-1%,-3,-13%,25,-5%,163%[activator]
Cc1ccnn1CCC(=O)O,5%,32%[activator],-2,9%,-1,3%,78%[activator]
CCCCCN1CN(S(=O)(=O)c2cccs2)c2nc3ccccc3nc21,4%,?,16*,-7%,28,7%,?
CCCCc1nc2sc3c(=O)n(N)cnc3c2c2c1CCC2,7%,0%,-4,4%,-3,-2%,-2%[5.75 µM]
O=C(c1c[nH]cc1-c1ccccc1)c1cccc2ccccc12,3%,?,5,?,2,1%,-8%
O=[N+]([O-])c1ccc(Nc2cccc(F)c2)nc1,-3%,9%,-1,11%,3,0%,50%[activator]
Cc1cc(C)cc(OC(C)C(=O)Nc2ccc(S(=O)(=O)Nc3cc(C)nc(C)n3)cc2)c1 (centres undefined),-2%,1%,-2,-3%,-2,0%,13µM*
O=C1CC(c2ccc(F)cc2)CC2=C1C(c1ccc([N+](=O)[O-])o1)Nc1ccccc1N2 (centres undefined),-1%,?,12*,-9%,18,4%,?
O=C(c1cccc(NS(=O)(=O)c2ccc(F)cc2)c1)N1CCN(c2ccccc2)CC1,5%,?,.,21%,.,.,-26%
CCCOc1cccc(C(=O)Nc2ccc(CN3CCOCC3)cc2)c1,-21%,-6%,-1,3%,5,1%,?
COC(=O)c1ccc(CO/N=C/c2ccc(OC)cc2OC)cc1,3%,0%,-9,-3%,13,0%,0%
CC(=O)C[C@H](O)CC(=O)[C@H]1OC(=O)[C@H](C)C/C=C\Cc2ccccc21,-1%,71%[activator],.,32%[activator],.,.,34%[activator]
CCn1nccc1C(=O)Nc1cc(Cl)cc(Cl)c1,-1%,?,7,16%,9,4%,?
CCOc1cc(/C=C2\COc3ccccc3C2=O)cc(Br)c1OCC(=O)N(C)C,-5%,?,10,-13%,22,2%,10µM*
COc1ccc(NC(=O)C(CCCCNC(=O)OC(C)(C)C)NC(=O)OCc2ccccc2)cc1 (centres undefined),-1%,?,-3,17%[2.32 µM],-2,4%,0.59µM*
Cc1cc(C)nc(SCC(=O)c2ccc(F)cc2F)n1,-6%,?,20*,0%,.,1%,15%
CC(C)(C)NC(=O)NC(=O)COC(=O)Cn1cnc2ccccc2c1=O,-2%,12µM*,-5,-2%,-9,-1%,-3%
COC(=O)c1nnn(-c2nonc2N)c1CSc1nnc(C)s1,-2%,9%,-7,-3%,-4,-2%,?
COc1ccc(C(=O)N/C(=C\c2ccccc2)C(=O)NCCCn2ccnc2)cc1,-4%,?,-9,-4%,11,2%,?
COc1cc(/C=C2\C(=O)NC(=O)N(c3ccccc3)C2=O)c([N+](=O)[O-])cc1OC,?,17%,-1,16%,-9,0%,33%[activator]
CC(C)(C)NC(=O)C(OC(=O)c1ccco1)c1ccccc1F (centres undefined),3%,20%,-3,-1%,12,-4%,?
CCn1cc(CN2CCN(Cc3ccc(C)o3)C(CCO)C2)c2ccccc21 (centres undefined),0%,-15%,-3,-18%,-5,6%,30%[activator]
COc1cccc(Oc2nnnn2-c2ccccc2)c1,.,140%[activator],33*,8%,146,1%,?
